GLD-1 RNA inh = GLD-1-TGE RNA interaction inhibition (C. elegans); Q17339; purified GLD-1 + fluorescein TGE RNA, fluorescence polarization; inhibition, % at 5.96 µM; hit rate 0.44% among 320,000; AID 2280;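 active means percent inhibition above a per-plate cutoff, the plate mean of test compounds plus 3 SD, cut at about 30% in these data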;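 further: 0% = DMSO wells with GLD-1 and probe and 100% = wells lacking GLD-1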
Fam108B counter = blocks mouse Fam108B hydrolase in RBBP9 counter-screen; recombinant Fam108B, FP-Rh probe fluorescence polarization; inhibition, % at 9.51 µM; hit rate 0.33% among 300,000;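 active means inhibition above the screen mean inhibition plus 3 SD, computed separately per campaign, cut at about 18% in these data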;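 further: inhibitors lower polarization as less probe binds the enzyme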
pPAFAH FP inh = pPAFAH (human) enzyme inhibition; Q13093; recombinant pPAFAH, FP-rhodamine probe fluorescence polarization; inhibition, % at 3.39 µM; hit rate 1.5% among 330,000; AID 463082;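 active means inhibition above the mean inhibition across the screen plus 3 SD, cut at about 25% in these data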;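 further: inhibitors block binding of the rhodamine activity-based probe so polarization drops; 0% = enzyme with DMSO and 100% = wells lacking pPAFAH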
AHR act = human AHR activation; AID 2796; hit rate 2.5% among 320,000; activation, % at 5 µM; AHR-responsive luciferase reporter cells, luminescence; in the data active means activation above about 47%;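 further: 0% = vehicle wells and 100% = reference agonist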
PAFAH1B2 FP inh = PAFAH1B2 (human) inhibition. inhibition, % at 3.39 µM. P68402. hit rate 1.2% among 340,000. recombinant PAFAH1B2, FP-rhodamine activity probe, fluorescence polarization;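 active means inhibition above the mean of all tested compounds plus 3 SD, cut at about 24% in these data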;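 further: 0% = enzyme with DMSO and 100% = wells lacking PAFAH1B2; many of its hits are not listed in these tables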
Target sequence (P68402 whole entry, looked up): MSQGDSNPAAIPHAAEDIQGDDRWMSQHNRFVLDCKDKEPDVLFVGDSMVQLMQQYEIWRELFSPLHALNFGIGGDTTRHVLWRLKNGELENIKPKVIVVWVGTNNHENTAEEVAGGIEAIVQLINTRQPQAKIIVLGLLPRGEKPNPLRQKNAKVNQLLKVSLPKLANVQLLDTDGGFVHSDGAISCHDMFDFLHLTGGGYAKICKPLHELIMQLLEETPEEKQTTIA
MEX-5 binding = C. elegans MEX-5 TCR-2 RNA binding activity | MEX-5/FITC-TCR2 RNA binding, fluorescence polarization; hits give low values | activity score (negative = inhibition of binding), % at 10 µM | hit rate 0.38% among 300,000;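 active means inhibition past about -25% in most replicates, and total fluorescence under double the plate's negative control median, limit read from the data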;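 further: 0% = DMSO and -100% = 5 µM competing unlabeled TCR2 RNA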
Target sequence (Q9XUB2 whole entry, looked up): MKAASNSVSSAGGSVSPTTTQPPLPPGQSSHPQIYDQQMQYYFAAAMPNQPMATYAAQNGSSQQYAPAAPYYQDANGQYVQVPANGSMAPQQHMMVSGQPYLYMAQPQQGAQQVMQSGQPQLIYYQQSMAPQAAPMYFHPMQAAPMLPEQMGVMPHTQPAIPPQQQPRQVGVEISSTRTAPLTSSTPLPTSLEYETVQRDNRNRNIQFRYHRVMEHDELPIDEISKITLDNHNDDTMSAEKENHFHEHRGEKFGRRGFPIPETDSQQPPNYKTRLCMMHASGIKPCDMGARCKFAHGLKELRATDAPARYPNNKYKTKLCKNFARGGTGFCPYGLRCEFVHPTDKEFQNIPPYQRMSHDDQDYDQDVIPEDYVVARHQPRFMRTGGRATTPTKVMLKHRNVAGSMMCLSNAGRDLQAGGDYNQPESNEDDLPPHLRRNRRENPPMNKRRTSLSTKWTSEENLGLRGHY
MCL1 BIM primary = inhibitors of human MCL1 binding to BIM-BH3 peptide; hit rate 0.68% among 320,000; GST-MCL1 / FITC-Bim-BH3 fluorescence polarization; Q07820; inhibition, % at 10.9 µM;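 active means inhibition above the mean inhibition of all tested compounds plus 3 SD, set per campaign, cut at about 40% in these data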;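 further: 0% = DMSO wells and 100% = unlabeled Bim-BH3 peptide control; higher means more loss of mP so more displacement of Bim peptide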
Target sequence (Q07820 whole entry, looked up): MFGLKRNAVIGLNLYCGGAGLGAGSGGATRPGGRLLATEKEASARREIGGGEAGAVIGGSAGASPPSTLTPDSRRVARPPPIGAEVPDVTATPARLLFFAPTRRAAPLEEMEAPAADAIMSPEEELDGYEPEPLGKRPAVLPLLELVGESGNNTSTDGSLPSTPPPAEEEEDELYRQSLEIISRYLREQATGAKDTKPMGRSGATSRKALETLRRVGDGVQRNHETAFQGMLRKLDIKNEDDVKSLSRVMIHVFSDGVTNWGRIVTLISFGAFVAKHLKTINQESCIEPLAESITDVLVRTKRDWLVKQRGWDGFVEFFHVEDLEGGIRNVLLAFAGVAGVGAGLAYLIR
BCLXL inh = blocks human Bcl-xL binding to Bim BH3 peptide | AID 2129 | Q07817 | GST-Bcl-xL / FITC-Bim BH3 peptide fluorescence polarization | hit rate 0.7% among 320,000 | inhibition, % at 10.9 µM;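 active means inhibition above the mean of all tested compounds plus 3 SD, cutoff set per campaign, cut at about 30% in these data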;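 further: 0% = DMSO wells and 100% = unlabeled Bim-BH3 peptide competitor; inhibitors lower millipolarization by displacing the labeled peptide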
PME-1 inh = blocks human protein phosphatase methylesterase 1 | inhibition, % at 5.9 µM | Q9Y570 | AID 2130 | hit rate 0.53% among 320,000 | recombinant PME-1, FP-Rh probe fluorescence polarization;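 active means inhibition above the campaign mean of all compounds plus 3 SD, cut at about 26% in these data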;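 further: competitive labeling of PME-1 active site by serine hydrolase directed probe; 0% = PME-1 with DMSO and 100% = wells lacking PME-1 enzyme; inhibitors block probe labeling so polarization falls and inhibition rises; many of its hits are not listed in these tables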
Starred values were filed as active, the others as inactive; nt = no result given. Some of the compounds tested; rates above refer to the full screens.

SMILES	GLD-1 RNA inh	Fam108B counter	pPAFAH FP inh	AHR act	PAFAH1B2 FP inh	MEX-5 binding	MCL1 BIM primary	BCLXL inh	PME-1 inh
COc1ccc(/C=C/C(=O)O)cc1S(=O)(=O)N1CCCC1	3	2	-1	0	-1	1.9	7	5	3
CC1Oc2ccccc2N(CC(=O)N2CCCCC2)C1=O (stereo unspecified)	-1	2	2	-3	-4	1.6	-2	1	-2
COc1ccc(C)cc1NC(=O)CSc1nnc(-c2ccc(C)cc2)o1	2	-3	5	3	1	-1.7	-3	-6	-6
Cc1ccc(S(=O)(=O)N2CCCC(C(=O)N3CCN(C)CC3)C2)cc1 (stereo unspecified)	0	-7	0	-1	8	1.4	1	3	-2
CCNc1nc(NCC)n2c(SC(C)C(=O)c3ccc(C)cc3)nnc2n1 (stereo unspecified)	2	-2	2	1	6	-1.3	2	-1	-8
Cc1ccc(NC(=O)CNC(=O)C2CCCCC2)nc1	1	0	3	4	6	-2.3	-5	-3	-4
Oc1ccc(/C=N/NC(=S)NCc2ccco2)cc1	-3	2	6	-1	4	-1.4	13	6	4
O=C(Cn1cnc([N+](=O)[O-])n1)N/N=C/c1ccccc1O	0	10	-3	1	4	1.8	12	4	2
O=C(CCC(=O)N1CCCC1)N1CCCC1	0	-4	-1	3	4	-1.6	-2	3	-2
O=C(Nc1cccnc1)c1cc(-c2ccc(Cl)cc2Cl)on1	-1	-1	5	-2	0	2.9	-11	-4	-5
O=C1c2ccccc2C(O)N1c1cccnc1 (stereo unspecified)	-2	-3	-3	11	3	0.1	2	4	1
N#CC1=C(N)N2C(=C(C#N)C1c1ccc(Br)cc1)Nc1ccccc12 (stereo unspecified)	-2	9	63*	44	nt	-3.9	-17	-1	2
COc1ccc([C@H]2CC(=O)C=C(c3ccc(C)c([N+](=O)[O-])c3)C2)cc1	0	nt	3	4	6	nt	-2	-1	5
C[n+]1nc(Nc2ccccc2)sc1-c1ccc(O)cc1	-4	-8	1	6	6	-0.7	-1	-1	1
CC1CCCC(C)N1CCNC(=O)CCn1nc(-c2ccccc2)ccc1=O (stereo unspecified)	8	-2	4	0	-2	-3.0	3	5	-4
CN(CC(=O)Nc1cccc(F)c1)CC(=O)N(C)CC(=O)Nc1ccccc1Br	-3	nt	1	3	2	nt	9	1	-4
O=C1c2ccccc2C(=O)N1CN(C(=O)c1ccccc1)c1ccc(O)cc1	-1	3	-2	4	9	1.3	4	2	4
CS(=O)(=O)c1nc(-c2ccccc2)c(-c2ccccc2)[nH]1	2	0	6	-2	11	2.4	7	6	2
Cc1nn(-c2ccccc2)c(Cl)c1/C=C1\SC(=S)N(C)C1=O	-6	0	-5	4	2	3.7	9	2	-3
COc1cc(NC(=O)COc2ccc(C)c(C)c2)ccc1NC(=O)c1ccco1	9	-3	11	5	0	-2.1	6	6	-19
O=C(Nc1ccc(N2CCCC(O)C2)cc1)c1snc2c(=O)[nH]cnc12 (stereo unspecified)	6	6	5	3	-2	-1.8	8	2	0
CCOC(=O)c1c(C)[nH]c(C)c1S(=O)(=O)N1CCN(C(=O)c2ccco2)CC1	-1	1	2	1	-1	0.0	5	6	-2
Cc1ccc2oc(C(=O)NCC3CCOCC3)c(C)c2c1	1	-3	4	7	-2	-3.1	-11	-1	1
Cc1ccc2cc(COC(=O)C3CCCO3)c(=O)[nH]c2c1 (stereo unspecified)	6	7	2	0	2	3.5	2	4	-2
COc1ccc(S(=O)(=O)N2CCOC2CNC(=O)C(=O)NCCCN(C)C)cc1C (stereo unspecified)	6	-2	5	-3	-3	0.3	14	7	4
O=C(Cc1n[nH]c(=O)[nH]c1=O)N/N=C/c1cccc(O)c1	3	1	-1	3	7	-1.4	-4	0	-4
O=C(N/N=C/c1cccnc1)c1cccc(NC(=O)c2ccccc2Cl)c1	-1	-5	-2	15	1	0.4	1	6	-6
O=C(N/N=C/c1ccc(Br)s1)c1cccnc1	-1	0	0	24	-2	-2.2	7	2	5
COc1cccc(C(=O)NNC2OC(CO)C(O)C2O)c1 (stereo unspecified)	1	3	2	6	-1	2.2	-1	6	-4
Nc1scc[n+]1Cc1cccc2cccnc12	1	-1	9	2	2	-0.3	-7	4	1
CC(=O)Nc1ccc(NC(=O)CSc2nnc(-c3cc(C)[nH]n3)n2N)cc1	3	0	2	-1	0	1.3	-3	3	-1
COc1cc(CN(C2CCCCC2)S(=O)(=O)c2ccc(S(=O)(=O)N(C)C3CCCCC3)cc2)cc(OC)c1OC	8	-2	3	2	0	1.3	-2	-1	-5
O=C(Nc1ccc(O)c(-c2nc3ccccc3s2)c1)C1=COCCO1	11	0	11	50*	0	2.2	3	6	4
O=C(COc1ccccc1)NCC(=O)N1CCCCCC1	4	nt	0	1	8	nt	-4	-1	-8
CC(=O)N1CCCN(Cc2cn(-c3cc(C)ccc3C)nc2-c2ccccc2)CC1	-2	4	9	8	-2	-3.4	1	1	4
O=C(CCS(=O)(=O)c1ccc(Br)cc1)Nc1ccccn1	4	-2	5	3	14	0.8	2	1	5
C/C(=N\NC(=O)CSc1nc2ccccc2o1)c1cccc(O)c1	-2	-1	2	4	2	nt	7	2	4
CCN(CC)S(=O)(=O)c1ccc(N2CCc3ccccc3C2)nc1	-1	-3	2	0	9	3.7	-5	6	12
Cc1ccc(CN2CCC(CNC(=O)Nc3ccccc3F)CC2)cc1	-3	-5	8	1	-1	1.3	3	4	0
Cc1ccc(Cn2c(CN3CC(C)OC(C)C3)nc3c2c(=O)[nH]c(=O)n3C)cc1 (stereo unspecified)	2	-3	1	0	5	1.9	3	4	3
Cn1c(CCNC(=O)c2ccco2)nc2cc(NC(=O)c3ccco3)ccc21	4	3	4	7	0	0.3	7	3	9
CCOc1ccccc1NC(=O)CN(c1ccc(C)cc1)S(=O)(=O)c1c(C)noc1C	2	-1	0	3	6	nt	-5	3	-1
CC(=O)C[C@@H](O)CC(=O)[C@@H]1OC(=O)CCCCC/C=C/Cc2ccccc21	-1	nt	-3	-3	8	nt	nt	nt	nt
CC1CCCCC1NC(=O)CN1CCN(Cc2ccccc2Cl)C1=O (stereo unspecified)	8	0	1	-1	2	-0.4	2	-1	8
Cc1ccc(N2CC(C(=O)N3CCN(C(=O)c4ccco4)CC3)CC2=O)cc1 (stereo unspecified)	1	-6	5	0	-2	0.9	-2	-2	-4
O=C(NCC(=O)N1CCN(C(=O)c2ccco2)CC1)c1cccc(Cl)c1	-2	nt	-1	-1	0	nt	3	3	0
CCC1(c2ccc(F)cc2)NC(=O)N(CC(=O)Nc2ccc(-c3nc4ccc(C)cc4s3)cc2)C1=O (stereo unspecified)	-4	-74	-21	2	-26	2.0	-14	-5	-80
COc1ccc(-c2ocnc2C(=O)NCc2nn(-c3ccccc3)nc2C)cc1	6	-6	-1	-7	1	nt	1	0	-6
N#C/C(=C\c1ccc(O)c(Br)c1)C(=O)NCc1ccccc1	-3	2	3	-1	10	-1.2	2	2	0
O=C1c2ccccc2-c2cccc(NS(=O)(=O)c3ccc(C(F)(F)F)cc3)c21	-10	-4	3	3	9	0.3	-1	1	-3
COc1ccc(CCNC(=O)c2sc3nc4n(c(=O)c3c2C)CCC4)cc1	3	1	6	0	-5	-0.4	1	-3	1
COC(=O)C(NC(=O)c1ccccc1)(Nc1cc(C)cc(C)n1)C(F)(F)F (stereo unspecified)	1	3	-1	7	1	nt	5	1	1
Cc1cc(C)nc(NC(=O)Nc2ccc3c(c2)OCO3)c1	-7	-2	-7	27	0	-3.3	9	7	-8
Cc1ccc(/C=C/C(=O)Nc2ccc(S(=O)(=O)Nc3ncccn3)cc2)cc1	-1	3	-4	4	-2	-2.8	-4	-2	-7
c1ccc2c(c1)ncn2Cc1nnc2sc(-c3ccncc3)nn12	1	3	2	2	4	-3.9	6	4	11
Cc1ccc(NC(=O)c2c(Cl)n(C)c3ccccc23)cc1	1	-6	-2	46	1	-1.4	-5	-2	-1
COc1ccc(-c2nc3ccccc3nc2-c2ccc(OC)c(OC)c2)cc1OC	-4	4	5	4	3	-1.5	3	4	0
COc1ccc(C)cc1Nc1cc(C)nc2ncnn12	1	-1	3	7	1	-1.0	2	3	1
CCc1cccc(NC(=O)c2cc(S(=O)(=O)N(C)C)ccc2N2CCCC2)c1	2	-1	1	-1	-1	2.3	5	3	6
CCN(CC(=O)Nc1cc(Cl)ccc1C)C(=O)c1cc(S(=O)(=O)N2CCCCCC2)ccc1OC	7	-4	0	2	3	-1.5	-22	-15	-2

Remaining list, next part
SMILES	GLD-1 RNA inh	Fam108B counter	pPAFAH FP inh	AHR act	PAFAH1B2 FP inh	MEX-5 binding	MCL1 BIM primary	BCLXL inh	PME-1 inh
COc1cc(C2SCC(=O)N2CCCN(C)C)cc(OC)c1OC (stereo unspecified)	4	0	1	0	-1	-0.3	4	3	5
CC(C)c1ccc(N(C(=O)CNC(=O)c2ccco2)C(C(=O)NC2CCCC2)c2ccncc2)cc1 (stereo unspecified)	9	3	-2	5	8	1.0	9	3	4
O=C1c2ccccc2C(=O)N1c1ccc(Cl)cc1	-1	-3	3	88*	nt	-3.7	2	2	5
COCCN(C(=O)CCC(=O)Nc1nccs1)C(C(=O)NC(C)(C)C)c1ccc(F)cc1 (stereo unspecified)	7	0	0	0	-1	1.2	-9	-2	3
Cc1noc(C)c1COc1ccc(C(=O)OCC(=O)Nc2cccc(S(=O)(=O)N3CCOCC3)c2)cc1	-5	-8	8	1	1	2.1	4	10	-1
Cc1cccc(NC(=O)C[n+]2cccc(C)c2)c1	4	-5	1	1	-1	-3.2	4	5	-7
O=C(Nc1cccc(Cl)c1)c1cnn2cccnc12	-2	-7	7	21	0	1.4	-6	-1	-1
Cc1ccc(Nc2nc3ccccc3n3nnnc23)cc1	5	2	6	52*	2	2.0	4	7	12
O=C(COC(=O)Cc1cccc2ccccc12)Nc1ccccc1-c1ccccc1	2	-5	2	-1	1	0.4	2	3	-2
c1ccc(-c2nc3ccccc3c3nc4ccccc4n23)cc1	5	-7	0	52*	5	-0.3	-1	26	-3
O=S(=O)(c1cccs1)n1cccn1	2	-6	0	-3	8	nt	7	3	-1
COc1ccc(-c2cc([C@H]3[C@@H]4C=CCC[C@@]4(C)C(=O)N3Cc3ccccc3)ccc2F)cc1	3	-4	1	-2	3	1.9	-1	6	-2
O=C(NCc1ccccn1)c1cc(-c2ccccc2Cl)nc2ccccc12	-8	-2	3	29	0	0.5	14	6	-3
O=C(c1ccco1)N1CCN(c2ncnc3c2oc2ccccc23)CC1	0	1	5	24	-1	0.0	6	5	6
COc1ccc(Nc2nc(N)nc(CN3CCC(C)CC3)n2)cc1	0	-2	-5	5	0	1.2	-1	-4	1
COc1cc(F)ccc1S(=O)(=O)NCc1cccnc1	2	1	1	-1	1	1.8	-2	7	6
CCN(Cc1ccccc1)C(c1ccc(C(F)(F)F)cc1)c1nnnn1C(C)(C)C (stereo unspecified)	-1	0	5	-2	1	0.5	-6	-3	-1
Cc1c(NC(=O)c2ccc3c(c2)C(=O)N(CC2CCCO2)C3=O)cccc1C(=O)O (stereo unspecified)	0	5	1	4	3	-0.9	11	8	0
Cn1ncc(Cl)c1C(=O)N1CCN(c2ncccn2)CC1	1	3	-2	2	-1	2.4	9	4	-5
